POLK inh – DNA polymerase kappa (human) inhibition; Q9UBT6; purified Pol kappa, fluorescent DNA synthesis assay, 10 min; Potency, µM (series often up to 107 µM), for inactives: top-dose activity, negative = inhibition, most hits filed as inhibitors; hit rate 0.53% among 400,000; further: on the % scale 0 is the no-effect control and ±100 the full control effect
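Kinetic fluorescence screen: compound preincubated 15 min RT with 10 nM enzyme; 50 nM substrate (final) initiates; reads at 0/10 min.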
BAZ2B inh – blocks human BAZ2B | Q9UIF8 | AlphaScreen BAZ2B-H3K14Ac peptide displacement | Potency, µM (highest dose often 114 µM), without a hit: top-dose activity change, negative = inhibition, most hits filed as inhibitors | hit rate 4.4% among 360,000 | AID 504333; further: on the % scale 0 is the no-effect control and ±100 the full control effect; nearly all actives have a fitted effect of over 60% in size
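BAZ2B (50 nM) with biotin-H3(5-23)K14Ac peptide (50 nM) in PBS pH 7.4, 0.01% Tween-20, preformed 30 min, then compound 30 min at room temperature; top concentration 110uM. AlphaScreen streptavidin donor/nickel chelate acceptor beads (10 ug/mL final), 20 min dark, signal read.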
BLM helicase inh – inhibitors of human Bloom syndrome helicase BLM. P54132. recombinant BLM DNA unwinding, fluorescence dequenching. Potency, µM (titrated, usually from 56.1 µM), for the others: top-dose activity change, negative = inhibition, most hits filed as inhibitors. hit rate 0.2% among 350,000;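 further: plate controls were vehicle for no effect and no enzyme for full effect; nearly all actives have a fitted effect of over 35% in size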
POLI inh – inhibitors of human DNA polymerase iota. Pol iota fluorescent replication assay, 10 min. AID 588590. Q9UNA4. hit rate 1% among 390,000. Potency, µM (top dose mostly 115 µM), without a hit: at the highest dose activity, negative = inhibition, most hits filed as inhibitors
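Fluorescent replication assay read twice, at 0 min and 10 min after adding 50 nM (final) substrate. Enzyme (10 nM) and compounds were first incubated 15 min at room temperature; enzyme-free buffer wells were negative controls.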
G9a block – G9a (human) methyltransferase inhibition; Q96KQ7; Potency, µM (highest dose often 102 µM), without a hit: at the highest dose activity, negative = inhibition, actives largely listed as inhibitors; hit rate 8.8% among 350,000; G9a H3K9 monomethylation, AlphaScreen, 2 h; further: on the % scale 0 is the no-effect control and ±100 the full control effect; nearly all actives have a fitted effect of over 75% in size
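Chemiluminescent proximity detection of H3K9 monomethylation, read after 10 min bead incubation in the dark. Reaction: 20 nM G9a, 500 nM biotin-H3K9 peptide, 20 uM SAM cofactor, 2 h, room temperature, following 15 min enzyme-compound preincubation.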
APEX1 inh – APE1 (human) endonuclease inhibition; P27695; recombinant APE1, TAMRA/BHQ-2 abasic DNA cleavage fluorescence; Potency, µM (series often up to 65.8 µM), for inactives: at the top dose activity change, negative = inhibition, hits mostly inhibitors; hit rate 0.35% among 350,000; AID 2517;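 further: plate controls were vehicle for no effect and reference inhibitor for full effect; nearly all actives have a fitted effect of over 55% in size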
Target sequence (P27695 whole entry, looked up): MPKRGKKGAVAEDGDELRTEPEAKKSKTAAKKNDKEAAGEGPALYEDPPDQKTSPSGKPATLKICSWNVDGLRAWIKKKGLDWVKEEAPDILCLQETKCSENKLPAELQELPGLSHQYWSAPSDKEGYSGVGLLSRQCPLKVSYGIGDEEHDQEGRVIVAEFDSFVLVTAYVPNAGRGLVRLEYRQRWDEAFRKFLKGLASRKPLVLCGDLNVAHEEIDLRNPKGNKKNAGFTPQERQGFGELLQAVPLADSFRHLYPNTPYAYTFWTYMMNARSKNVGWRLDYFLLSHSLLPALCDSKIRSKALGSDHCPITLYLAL
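Substrate: short duplex with […] THF abasic site, 5'-TAMRA and 3'-BHQ-2, 50 nM final. APE1 at 0.75 nM, preincubated 15 min RT with compound. Fluorescence increase from first to third read measured activity.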
JMJD2A Tudor – JMJD2A Tudor domain (human) inhibition | O75164 | AlphaScreen JMJD2A-Tudor / H3K4me3 peptide binding | Potency, µM (doses to about 114 µM), for the others: top-dose activity change, negative = inhibition, most hits filed as inhibitors | hit rate 4.4% among 390,000; further: on the % scale 0 is the no-effect control and ±100 the full control effect; nearly all actives have a fitted effect of over 50% in size
Pol beta inh – blocks human DNA polymerase beta activity | hit rate 1.3% among 340,000 | P06746 | Potency, µM (highest dose often 114 µM), for inactives: at the top dose activity change, negative = inhibition, hits mostly inhibitors | Pol beta primer extension/strand displacement, fluorescence kinetic; further: on the % scale 0 is the no-effect control and ±100 the full control effect
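Kinetic readout of DNA synthesis with strand displacement by Pol beta. Compound and 10 nM enzyme sit 15 min at room temperature; 50 nM substrate starts the reaction, read immediately and at 10 min.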
POLH inh – DNA polymerase eta (human) inhibition; Q9Y253; hit rate 1.2% among 390,000; AID 588591; recombinant Pol eta, fluorescent DNA replication assay; Potency, µM (top dose mostly 114 µM), for the others: at the top dose activity change, negative = inhibition, actives largely listed as inhibitors; further: on the % scale 0 is the no-effect control and ±100 the full control effect
Target sequence (Q9Y253 whole entry, looked up): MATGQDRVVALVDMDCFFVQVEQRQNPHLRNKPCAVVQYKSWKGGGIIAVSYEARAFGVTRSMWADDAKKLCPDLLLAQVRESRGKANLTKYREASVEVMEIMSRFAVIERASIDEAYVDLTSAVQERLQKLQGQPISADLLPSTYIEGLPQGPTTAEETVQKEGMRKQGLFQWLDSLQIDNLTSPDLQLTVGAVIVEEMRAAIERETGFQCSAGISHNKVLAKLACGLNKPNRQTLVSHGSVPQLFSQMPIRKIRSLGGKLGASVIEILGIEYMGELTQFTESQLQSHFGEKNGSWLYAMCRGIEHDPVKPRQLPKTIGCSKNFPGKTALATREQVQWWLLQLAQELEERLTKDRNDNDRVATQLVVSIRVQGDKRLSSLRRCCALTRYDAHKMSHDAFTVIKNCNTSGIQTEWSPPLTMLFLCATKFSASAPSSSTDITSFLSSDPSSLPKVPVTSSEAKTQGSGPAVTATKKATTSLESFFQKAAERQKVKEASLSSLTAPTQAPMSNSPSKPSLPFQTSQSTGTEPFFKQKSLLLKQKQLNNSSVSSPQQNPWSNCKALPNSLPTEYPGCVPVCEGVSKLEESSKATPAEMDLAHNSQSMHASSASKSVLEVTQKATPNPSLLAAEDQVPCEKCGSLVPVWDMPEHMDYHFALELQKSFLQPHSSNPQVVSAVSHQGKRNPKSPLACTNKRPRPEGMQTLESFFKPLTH
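Pol eta (10 nM) was preincubated with compounds for 15 min at room temperature, after which fluorescent replication substrate (50 nM final) was added to start the reaction. Fluorescence was read kinetically at 0 and 10 min.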
Active calls of the source: *; ? = inconclusive; . = not tested or not shown; [ ] = dose if it differs, or a comment. The call rests on the fitted dose curve; in most records, active means well fitted curve in the direction sought with a large enough effect; inconclusive means small, poorly fitted or top-dose-only effect, or another doubt; inactive means no such curve, though single readings can be large; an effect the other way counts as inactive or inconclusive. Potency means the concentration at half of the fitted maximal effect. A portion of the library; the hit share may differ from the screen's.

Structure,POLI inh,POLH inh,BAZ2B inh,APEX1 inh,Pol beta inh,G9a block,JMJD2A Tudor,BLM helicase inh,POLK inh
O=C(N/N=C/c1ccncc1)c1cccc(N/N=C/c2ccncc2)c1,?,-29%,-21%,-11%,?,?,?,-5%,-17%
O=C1CCCN2N=C(SCC(=O)Nc3cccc(F)c3)SC2=N1,?,-11%,?,-3%,?,41%,-24%,-7%,-28%
O=C(NCCOc1ccccc1)c1ccc2c(c1)OCO2,-4%,-3%,7%,-4%,4%,13%[59 µM],-15%,-3%,12%
CCNC(=O)C(=O)c1c(-c2ccccc2)[nH]c2ccccc12,17%,-13%,-23%,-4%,-10%,6%,-13%,1%,1%
COc1cccc(NC(=O)CN(C)C(=O)c2cc3c(s2)CCC(C)C3)c1 (stereo unspecified),13%,-1%,2%,0%,.,-7%[12.7 µM],-23%,.,-3%
COc1ccc2cc(-c3csc(-c4cccnc4)n3)ccc2c1,-3%,?,?,-6%,-2%,-18%[59 µM],-22%,3%,-7%
Cc1c(C)n(C(=O)CSc2nncn2C)c2ccccc12,13%,2%,-7%,-3%,?,3%[2.33 µM],-24%,2%,7%
Cc1cccc(OCC(=O)Nc2nonc2NC(=O)COc2cccc(C)c2)c1,3%,?,.,.,.,.,-18%,.,-10%
COc1ccc(-c2nnco2)cc1OC,6%,-9%,-30%,4%,2%,-3%[0.501 µM],-9%,0%,-10%
Cc1[nH]c2ccccc2c1/C=N/NC(=O)c1cc(-c2cccs2)[nH]n1,1%,?,?,3%,?,?,?,-25%,?
CN(C)CCn1nnc2c(=O)oc3ccccc3c21,6%,-3%,-10%,-3%,11%,-1%,-3%,2%,-5%
CC(=O)N=c1sc2c3ccccc3ccc2n1C,17%,6%,1%,-7%,23%,9%,-2%,4%,-5%[60.1 µM]
CCc1nc2ccc(C(=O)N3CCN(CC)CC3)cc2nc1CC,-9%,4%,8%,-1%,54%,6%,-2%,-3%,-3%
Clc1ccc(Cl)c(-c2nc(-c3ccncc3)no2)c1,101%[activator],-1%,-2%,14%,-1%,27%,-7%,-14%,3%
Cc1ccc(OCCSc2nc3ccccc3n2CC(=O)N2CCCCC2)cc1C,-9%,-19%,-35%,.,15%,13µM*,-33%,-1%,2%
Cc1nc2c(C)cccc2cc1C(=O)N/N=C/c1ccc(C(=O)O)cc1,51%[activator],-20%,?,-4%,12%,.,-14%[11.4 µM],-1%,-15%
O=C(CCC1CCCC1)N1CCN(C(=O)c2ccco2)CC1,19%,-16%,6%,9%,-14%,-1%[59 µM],-28%[11.4 µM],-1%,-2%
O=C(O)c1ccc2c(c1)nnn2C1CCCCC1,8%,9%,1%,0%,0%,12%,-22%,1%,-16%
Cc1cc(C)cc(NC(=S)NCCCN2CCOCC2)c1,32%,-22%,10%,9%,61%,18%[59 µM],-10%,4%,-4%
O=S(=O)(NCc1ccc2c(c1)OCO2)c1c(F)cc(F)cc1Br,5%,2%,-3%,33%,27%,-2%,0%,-3%,-4%
CCN(CC(=O)Nc1ccc2c(c1)OCCO2)CC(=O)Nc1cc(C)on1,-3%,-14%,8%,-1%,27%,?,?,-3%,-1%
CCOC(=O)N/N=C/c1cn(Cc2ccc(Cl)cc2)c2ccccc12,-5%,-5%,5%,6%,19%,17%[59 µM],-8%,3%,-10%
O=C(N/N=C\c1ccc(OC(=O)c2cccs2)cc1)c1ccc(Cl)cc1,?,3.2µM*,54%[activator],4%,3.2µM*,-1%[59 µM],?,?,-7%
Clc1ccc(OCCCCCN2CCCC2)c(Br)c1,14%,-22%,79µM*,4%,8%,?,2µM*,3%,2%
C=CCN1C(=O)N(c2ccc(F)cc2)C(=O)C1CC(=O)Nc1ccc(Cl)cc1 (stereo unspecified),-1%,-21%,-1%,0%,-1%,-10%,5%,-8%,8%
Cc1cc(OCC(=O)OCC(=O)NCc2cccs2)ccc1Cl,48%[activator],-3%,.,-6%,.,.,-19%,.,-10%
COCc1cc(=O)[nH]c(SCCS(=O)(=O)c2ccc(Cl)cc2Cl)n1,20%,-19%,-13%,2%,-14%,?,-12%,-3%,-1%
Cc1c(Cl)cccc1-n1ncc(C(=O)Nc2ccc(Br)cc2F)c1C1CCNCC1,7%,.,15%[57.1 µM],.,0%,-3%[59 µM],-23%,-9%,-20%
CN1CCN(CC(=O)N2CCn3c4c(c5cc(C6CCCCC6)ccc53)CCCC42)CC1 (stereo unspecified),17%,-18%,35µM*,1%,-9%,?,40µM*,-7%,-13%
CCc1cccc(NC(=O)CCNS(=O)(=O)c2ccc3c(c2)CCN3C(C)=O)c1,15%,-18%,.,.,-4%,6%[59 µM],-1%,2%,-5%
CCOc1ccccc1N1CCN(C(=O)CCCN2C(=O)c3cccc4cccc(c34)C2=O)CC1,-3%,-24%,?,1%,10%,?,-22%,6%,-6%
COc1ccc(CNC(=O)/C=C/c2ccc(S(=O)(=O)N3CCOCC3)cc2)cc1,84%[activator],11%,-14%,-6%,4%,-3%,-4%,-7%,-4%
O=[N+]([O-])c1cc(-c2nc(-c3ccccn3)no2)ccc1NCc1ccccc1,83%[activator],1%,6%,.,77%,-30%[59 µM],3%,-2%,2%
CC(=O)n1nc(-c2ccccc2)nc1NCc1cccs1,174%[activator],-24%,3%,3%,?,-1%,2%,-3%,-3%
Cc1nc2ccccc2nc1OCc1ccc([N+](=O)[O-])cc1,23%,-6%,?,10%,0%,-30%,-8%,-2%,-10%
COc1cccc(NC(=O)NC(=O)c2c(C)cc(Cl)nc2Cl)c1,27%,-8%,-31%,47%[activator],-21%,12%,-10%,-3%,11%
O=C(COC(=O)c1cc(Cl)cc(Cl)c1)NCCN1C(=O)CSC1=O,10%,-18%,-12%,-1%,-29%,12%[59 µM],-8%,-5%,-3%
COc1ccc(N2CCN(C(=O)COC(=O)c3ccc(Cl)nc3)CC2)cc1,-9%,1%,-17%,45%,.,-50%[12.7 µM],-3%,.,9%
Cc1ccc(C2CC(c3cccc(NS(C)(=O)=O)c3)=NN2S(C)(=O)=O)cc1 (stereo unspecified),2%,-17%,.,14%,4%,-23%,1%,-3%,8%
CCOc1ccccc1NC(=O)C1CCN(c2ccc(S(=O)(=O)N3CCCC3)cc2)CC1,-17%,-14%,-4%,1%,0%,-40%,-11%,-3%,-14%
O=C(O)c1ccc2oc(SCC(=O)N3CCCCC3)nc2c1,-2%,6%,12%,12%,3%,?,0%,-3%,-7%
CC(C)(C)c1cc[n+](-c2[nH]c(=O)sc2/C=N/N=C(\[O-])c2ccccc2)cc1,35%,7%,-16%,28%,16%,-16%,-14%,-8%,-4%
CCCC(=O)n1nc(-c2ccccc2)nc1N,79µM*,-8%,-5%,16%,6%,-16%[59 µM],-14%,0%,-7%
COC(=O)c1ccc(C(=O)OC)c(-n2c(=O)c3ccccc3c3ccccc3c2=O)c1,19%,-16%,?,1%,-1%,28µM*,-26%,-6%,-4%
COc1ccc(-n2c(COc3ccc4ccccc4c3)nnc2SCC(=O)NCc2ccco2)cc1,8%,-22%,?,-3%,6%,?,?,-12%,-6%
CN(CC(=O)Nc1ccc(F)cc1)CC(=O)N(C)C1(C#N)CCCCC1,?,-1%,-3%,11%,.,8%[12.7 µM],-2%,.,-22%
COC(=O)c1c(-c2ccc(S(C)(=O)=O)cc2)sc2cc(OC)ccc12,25%,-17%,.,-6%,.,.,?,.,-5%
CSCCC(NC(=O)c1ccc([N+](=O)[O-])cc1Cl)C(=O)OCC(=O)N(C)C (stereo unspecified),20%,1%,-1%,0%,17%,4%[59 µM],-6%,-10%,-11%
CCOC(=O)Cc1csc(NC(=O)CSc2nc(=O)[nH]c3c2CCCC3)n1,23%,-22%,-8%,-2%,.,-11%,-11%,.,-6%
CC(C)(C)C(=O)C(Cl)C(=O)Nc1ccccc1 (stereo unspecified),?,-3%,-3%,-4%,?,?,-1%,-3%,-6%
Cc1c(CC(=O)N2CCN(C(=O)C3COc4ccccc4O3)CC2)c(=O)oc2cc(O)c(Cl)cc12 (stereo unspecified),22%,?,-5%[57.1 µM],-7%,-11%,4%,-3%,-3%,-16%
CCOc1cc(C(=S)N2CCOCC2)ccc1OC(=O)c1ccccc1,-29%,-9%,?,37%,21%,22µM*,-34%,-5%,-4%
COc1ccc(NC(=S)N2CCCC(c3nc4ccc(C)cc4[nH]3)C2)cc1 (stereo unspecified),-10%,-4%,-20%,-1%,3%,7%,-21%,-2%,-8%
COc1cc(/C=C2/SC(=S)N(CC(=O)Nc3cccnc3)C2=O)cc(OC)c1OC,2%,-13%,?,-5%,47%,-10%,?,-6%,0%
O=C(Cc1csc(-c2ccccc2)n1)Nc1ccc(C(F)(F)F)cc1,-12%,-17%,-1%,13%,21%,20%[59 µM],-10%,-5%,-18%
Cc1ccc(C(=O)COC(=O)c2cnccn2)cc1[N+](=O)[O-],84%[activator],-16%,?,-9%,5%,?,?,-3%,-12%
Cc1nc2sc(-c3ccccc3)cc2c(=O)n1N,-10%,0%,5%,-1%,11%,-3%,-12%,1%,-14%

Rewritten with two lines to a compound: entries from further up
Values run as follows: POLI inh | POLH inh | BAZ2B inh | APEX1 inh | Pol beta inh | G9a block | JMJD2A Tudor | BLM helicase inh | POLK inh
> CCOc1cc(C(=S)N2CCOCC2)ccc1OC(=O)c1ccccc1
→ -29% | -9% | ? | 37% | 21% | 22µM* | -34% | -5% | -4%
> COc1ccc(NC(=S)N2CCCC(c3nc4ccc(C)cc4[nH]3)C2)cc1 (stereo unspecified)
→ -10% | -4% | -20% | -1% | 3% | 7% | -21% | -2% | -8%
> COc1cc(/C=C2/SC(=S)N(CC(=O)Nc3cccnc3)C2=O)cc(OC)c1OC
→ 2% | -13% | ? | -5% | 47% | -10% | ? | -6% | 0%

Screening results from PubChem.
